Screening data as filed in PubChem.
Rat MKP-3 inhibitors = MKP-3 phosphatase inhibitors, primary screen, biochemical, rat enzyme, in vitro (AID 425); recombinant MKP-3 phosphatase activity, fluorescence; higher % means a stronger effect; inhibition, % at 20 µM; hits with a dose series show IC50 in µM; 0.17% of 110,000 active; in the data active = inhibition above about 50%;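 note: plate controls were vehicle for no effect and reference inhibitor for full effect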
Hsp70 displacement = Hsp70 inhibitors, probe displacement, primary screen, biochemical, fluorescence polarization (AID 583); 0.06% of 140,000 active; displacement, % at 20 µM; hits with a dose series show IC50 in µM; Hsp70 fluorescence polarization probe displacement, mP; higher % means a stronger effect; in the data active = displacement above about 50%;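 note: plate controls were vehicle for no effect and reference ligand for full effect; a part of the inactive calls stands beside numbers as strong as those of hits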
Numbers without * were called inactive; . = not tested or not shown; & = joins results of further samples. Some of the compounds tested, so the mix of outcomes need not match the whole.

SMILES | Rat MKP-3 inhibitors | Hsp70 displacement
COc1cc(/C=C2\SC(=S)N(C(Cc3ccccc3)C(=O)O)C2=O)ccc1O (stereo not given) | -5% | -29%
COc1cc(C(=O)Nc2cccc(S(N)(=O)=O)c2)ccc1OCc1ccc(Cl)cc1 | 2% | 1.0%
CCOC(=O)CCP(=O)(O)C(O)c1ccccc1 (stereo not given) | . | -1.0%
c1nc(N2CCC3(CC2)OCCO3)c2[nH]cnc2n1 | . | -1.2%
O=C(CN(CCc1ccccc1)S(=O)(=O)c1ccccc1)Nc1ccc(Br)cc1 | 1% | 1.2%
Cc1c(NC(=O)c2ccco2)cccc1[N+](=O)[O-] | -2% | 1.1%
OC(CNCC1(c2ccccc2)CCCC1)COc1ccccc1 (stereo not given) | 1% | -5.1%
Fc1ccccc1Cn1nnc(-c2ccccc2)n1 | 2% | -6.8%
COc1cc(C2C(C(C)=O)=C(C)Nc3ncnn32)ccc1O (stereo not given) | -8% | -1.2%
COc1ccc(NC(=O)CSc2nnc(CNc3ccc(F)cc3)o2)c(OC)c1 | -10% | 2.0%
O=C(Oc1c(CN2CCOCC2)cc(Cl)c2cccnc12)c1ccc(F)cc1 | -6% | 0.7%
Cn1c(Cn2c(=O)sc3ccccc32)nnc1SCC(=O)NCc1ccco1 | 6% | 2.9%
COc1ccc(NC(=O)C(=O)NCCCN2CCOCC2)cc1 | 0% | 0.5%
Cc1ccc(SCc2nc(-c3ccccn3)no2)cc1 | -7% | 11%
COC(=O)c1ccc(/C=C2\SC(=NCc3ccccc3)N(Cc3ccccc3)C2=O)cc1 | 7% | -3.4%
Cc1ccc(OCC(=O)N/N=C\c2c(Br)cc(Br)c(O)c2Br)cc1 | 3% | -0.6%
Cn1cc(-c2nn(-c3ccccc3)cc2/C=N/NC(N)=S)c2ccccc21 | 8% | -5.3%
O=C(CCC(=O)OCCCC(F)(F)C(F)(F)F)Nc1ccccc1 | -5%&-2% | 2.5%&-1.0%
O=C(CC1c2ccccc2Oc2ccccc21)Nc1ccc(Cc2ccncc2)cc1 | 6% | 5.7%
O=C(NCCCN1CCC(Cc2ccccc2)CC1)C1CCC(=O)N1C1CCCC1 (stereo not given) | -9% | -5.7%
Clc1ccc2nc(CSc3nc4ccccc4o3)cn2c1 | 4% | 5.9%
Cc1cc(Cl)cc(C)c1OCCOCCN1CCN(C)CC1 | 2% | -4.1%
Cc1ccc(-c2nn3c(C)nnc3c3ccccc23)cc1S(=O)(=O)N1CCN(CCO)CC1 | 4% | 6.2%
Cc1ccc(-c2cc(-c3ccc(Cl)cc3)c(C#N)c(N)n2)o1 | 0% | -5.6%
CCOc1ccccc1/C=C1/C(=O)NN(c2ccccc2)C1=O | -2% | 5.7%

Whole records, looked up by structure. Values in the order: Rat MKP-3 inhibitors | Hsp70 displacement
COc1ccc(NC(=O)CSc2nnc(CNc3ccc(F)cc3)o2)c(OC)c1 reads -10% | 2.0%
Cn1c(Cn2c(=O)sc3ccccc32)nnc1SCC(=O)NCc1ccco1 reads 6% | 2.9%
COc1ccc(NC(=O)C(=O)NCCCN2CCOCC2)cc1 reads 0% | 0.5%
OC(CNCC1(c2ccccc2)CCCC1)COc1ccccc1 (stereo not given) reads 1% | -5.1%
O=C(NCCCN1CCC(Cc2ccccc2)CC1)C1CCC(=O)N1C1CCCC1 (stereo not given) reads -9% | -5.7%

More entries:
SMILES | Rat MKP-3 inhibitors | Hsp70 displacement
CCC(=O)Nc1cc(Cl)ccc1C(=O)O | . | 5.3%
O=C1NN(c2cccc(Cl)c2)C(=O)/C1=C\C=C\c1cccc([N+](=O)[O-])c1 | 3% | 9.8%
CCOc1ccccc1NC(=O)CSc1nnnn1Cc1ccccc1 | -11% | 0.9%
CCOC(=O)/C(=C\c1ccncc1)C(=O)c1cc(C(C)=O)c(Nc2ccccc2)s1 | 0% | 5.3%
Cc1cc(NC(=O)c2cn(C3CCCCC3)c(=O)c3c2c2ccccc2n3C)no1 | -12% | 5.2%
CCOC(=O)c1c(NC(C)=O)sc2c1CCC(C=O)=C2Sc1ccccc1 | . | -1.7%
Cc1ccc(C)c(NC(=O)C2CC(=O)N(C(C)C)C2)c1 (stereo not given) | -13% | 4.5%
O=C(NCCCN1CCCC1=O)c1cccc(C(F)(F)F)c1 | -8% | .
CN(CC(=O)N1CCc2ccccc21)S(=O)(=O)c1cccs1 | -9% | .
O=C1N(c2ccccc2)C2CS(=O)(=O)CC2N1c1ccc(Cl)cc1 (stereo not given) | 0% | 0.9%
Cc1ccc2c(c1)N(Cc1ccccn1)C(=O)C(C)O2 (stereo not given) | -7% | -1.6%
CSc1nc2ccc(S(=O)(=O)N3CCCC3)cc2s1 | . | -2.6%
Cc1ccc(CN2CCN(C(=O)c3ccco3)CC2)cc1 | . | 0.1%
Cc1ccc2c(Cl)c(C(=O)NCc3ccccn3)sc2c1 | 0% | 1.3%
COCCCn1c(Cc2csc(Nc3ccccc3)n2)nnc1SCC(N)=O | . | -0.2%
CCOC(=O)CN1CC23C=CC(O2)C(C(=O)NCc2ccc(C)cc2)C3C1=O (stereo not given) | -5% | 1.8%
CN(C)c1ccc(NC(=O)CSc2nnc(-c3cccs3)n2Cc2ccco2)cc1 | . | -12%
Cc1ccc(CNC(=O)c2cccc(-n3cnnn3)c2)cc1 | 1% | 4.7%
COc1cc(CN2CCN(Cc3cccc([N+](=O)[O-])c3)CC2)c([N+](=O)[O-])cc1OC | 5% | 0.6%
Cc1ccc(OCC(=O)O/N=C(\N)c2ccccn2)c(Br)c1 | 3% | 3.2%
CC1(C)Cc2c(sc3nc(-c4cccs4)n(N)c(=O)c23)CO1 | -3% | 1.2%
CCCCOC(=O)Nc1nnc(CC)s1 | . | -2.6%
CCOCCOC(=O)c1ccc(NC(=O)c2ccc(C(=O)C(=O)c3ccccc3)cc2)cc1 | 2% | 0.2%
COc1ccc2cc(CCNC(=O)C(C)(C)C)c(=O)[nH]c2c1 | -7% | -3.2%
CC(=O)c1c(C(C)=O)c(C)n(Cc2ccc3c(c2)OCO3)c1C | -2% | 0.0%

The listing continues.
SMILES | Rat MKP-3 inhibitors | Hsp70 displacement
CCN(CC)c1ccc(NC(=O)c2cc([N+](=O)[O-])ccc2Cl)cc1 | -1% | -4.2%
COc1ccccc1NC(=O)CSc1ncnc2c1oc1ccccc12 | -13% | 1.3%
CCOc1ccc(S(=O)(=O)NCc2ccc(F)cc2)c2cccnc12 | 10% | 1.1%
O=C(COC(=O)C1CCCN1C(=O)OCc1ccccc1)c1ccc(-c2ccccc2)cc1 (stereo not given) | 1% | 3.4%
COc1cc2c(C(=O)NCc3ccc4c(c3)OCO4)cn(C)c(=O)c2cc1OC | 9% | -2.9%
CCN1C(=O)NC2C1N(S(C)(=O)=O)CCN2S(C)(=O)=O (stereo not given) | -3% | 1.3%
COc1ccc(C(=O)O/N=C2/C(=O)N(C)c3ccccc32)cc1OC | 1% | 2.6%
O=C(Nc1cccc(-c2cn3ccccc3n2)c1)c1cccc(Br)c1 | 7% | -6.3%
CC1=C(C(=O)Nc2ccccc2Cl)C(c2ccccc2F)NC(=O)N1 (stereo not given) | 3% | -2.5%
CCc1cc2c(C)c(CC)c(=O)oc2cc1OCC(C)=O | -4% | 9.2%
CCOC(=O)c1c(-c2ccc(C)cc2)csc1NC(=O)C1CCCCC1C(=O)O (stereo not given) | -1% | -3.0%
COc1ccc(Cl)cc1Nc1nc(N)nc(C(F)(F)F)n1 | . | 1.4%
Cc1ccc(S(=O)(=O)c2nc(Nc3ccccc3N3CCOCC3)sc2Cl)cc1 | . | 7.5%
O=C(Nc1ccc(Cl)cc1)Nc1nnc(-c2ccccc2Cl)s1 | 3% | -2.9%
CCOC(=O)N1CCC(NC(=O)c2cc(C(=O)NCc3ccc(F)cc3)ccc2CO)CC1 | 8% | -2.9%
Cc1cc(OC(C)C)nc(-c2ccccc2O)n1 | . | 8.0%
Cc1ccc(C#N)c(SCc2cc3c(cc2Cl)OCO3)n1 | 0% | -5.4%
O=C(Nc1nc2n(n1)C(c1ccccc1)C=C(c1ccccc1)N2)c1ccco1 (stereo not given) | -4% | 8.2%
Cc1ccc(NC(=O)C(C)Sc2nc(=O)cc(N)n2-c2ccccc2)cc1 (stereo not given) | . | -5.6%
CC(=O)c1ccc(N2CCN(C(=O)c3ccc(Br)cc3)CC2)c(F)c1 | -8% | 2.4%
COc1ccc(C/C(N)=N/OC(=O)c2cccc([N+](=O)[O-])c2)cc1 | 3% | 2.9%
O=C(CS(=O)(=O)Cc1ccccc1)N1CCN(c2cccc(C(F)(F)F)c2)CC1 | -20% | -13%
CCc1ccc(NC(=O)C(=O)NCC(O)c2ccccc2)cc1 (stereo not given) | 0% | .
COc1ccccc1Cn1c(=O)c2ccccc2n2c(Sc3ncnc4sccc34)nnc12 | -2% | -12%
O=C(Nc1c(C(=O)N2CCC(Cc3ccccc3)CC2)cnn1-c1ccccc1)c1cccc(F)c1 | -1% | -1.9%

(listing goes on)
SMILES | Rat MKP-3 inhibitors | Hsp70 displacement
O=c1[nH]c(Cc2ccccc2)nc2c1oc1ccccc12 | -5% | -1.3%
O=C(O)CCN1C(=O)c2ccc(NC(=O)c3cccs3)cc2C1=O | 5% | 5.7%
O=c1oc(-c2cccc(F)c2)nc2cc(Cc3ccc4c(=O)oc(-c5cccc(F)c5)nc4c3)ccc12 | 1% | 1.3%
Cc1oc2c(C)c(O)ccc2c(=O)c1-c1cnn(-c2ccccc2)c1 | . | 8.5%
COC(=O)c1cccc(NC(=O)c2cccnc2)c1 | . | 4.0%
CCN(CC)CCOC(=O)c1ccc(N=CC2=C(O)CC(C)(C)CC2=O)cc1 | -6% | 6.3%
CCOC(=O)C(NC(=O)CC)C(O)c1cccc([N+](=O)[O-])c1 (stereo not given) | 0% | -0.8%
O=C(CSc1ncn(-c2ccccc2)n1)NCc1ccccc1 | -13% | -4.6%
COc1ccc(N(CC(=O)Nc2ccccc2C)S(C)(=O)=O)cc1Cl | 5% | 1.8%
Cc1cc(-c2nnc(-c3cc4ccccc4oc3=O)o2)c(C)n1-c1ccccc1 | -4% | 12%
COc1ccc(-n2c(=O)[nH]cc(C(=O)Nc3ccc4c(c3)OCCO4)c2=O)cc1 | 1% | 5.5%
CCc1nc2ccccc2[nH]1 | . | 1.7%
COC(=O)C1CCN(c2cc(=O)n(C3CCCCC3)c(=O)[nH]2)CC1 | 0% | -0.2%
COc1ccc(S(=O)(=O)Nc2ccc(S(=O)(=O)N3CCOCC3)cc2)cc1 | -5% | -1.1%
O=C1c2ccc(-c3nc4ccccc4c(=O)o3)cc2C(=O)N1c1ccc(I)cc1 | 0% | 2.6%
O=C(c1noc2c1CCc1ccccc1-2)N1CCc2ccccc2C1 | 3% | 1.4%
COCCNCCOc1ccc(Br)cc1 | 0% | 1.3%
c1ccc2c(c1)nc(N1CCOCC1)c1nncn12 | 2% | 0.5%&0.8%
CCCN(CCC)CN1C(=O)S/C(=C/c2ccc(SC)cc2)C1=O | 5% | 9.0%
Cc1cc2c(cc1C)NC(c1ccccn1)C1=C(CC(C)(C)CC1=O)N2 (stereo not given) | -12% | 1.8%
COc1cc2c(cc1OC)C(c1ccccc1)NC(C)(C)C2 (stereo not given) | 0% | -3.6%
NC(=O)NC(c1ccccc1)c1ccc(Br)cc1 (stereo not given) | 1% | 2.0%
CCC(CC)C(=O)Nc1cccc(C(=O)Nc2nccs2)c1 | . | -1.0%
Cc1cc(C(F)(F)F)nn1CC(=O)N(C)C1CCCCC1 | . | -3.4%
c1ccc(Cn2ncc3ccccc32)cc1 | 1% | 1.1%

Following part.
SMILES | Rat MKP-3 inhibitors | Hsp70 displacement
CCc1cccc(Nc2cc(C)nc3nc(C)nn23)c1 | -3% | 3.9%
CCCC(=O)c1c(Nc2ccccc2)cc(C)oc1=O | 2% | 1.0%
CC(=O)c1ccc(NC(=O)C2CC=C(C)CC2C(=O)O)cc1 (stereo not given) | -2% | -1.1%
Cc1ccc(CCNC(=O)C2CCN(S(=O)(=O)c3ccc4c(c3)CCC(=O)N4)CC2)cc1 | -6% | .
O=C1/C(=C/c2ccccc2[N+](=O)[O-])SC(=S)N1Cc1ccco1 | 84%* | 0.9%
Clc1ccccc1Nc1c2c(nc3ncnn13)CCC2 | -1% | 2.5%
CCc1nn2c(N)c(C=C3C=C(Cl)C(=O)C(Cl)=C3)c(=O)nc2s1 | -1% | -2.8%
COc1ccccc1N1CCN(C(=O)c2c(-c3ccccc3Cl)noc2C)CC1 | -21% | -5.1%
Cc1ccc(OCC(=O)Nc2ccc(O)cc2)cc1C | 0% | -2.0%
CCOC(=O)c1cc(-c2nnc(-c3cc(OC)c(OC)c(OC)c3)o2)c(C)nc1C | . | 2.0%
COc1ccc(OC)c(C(=O)c2ccc(C(=O)c3cc(OC)ccc3OC)cc2)c1 | 4% | 1.5%&1.9%
CCCn1c(/N=C(\C)c2cc(Cl)ccc2O)nc2ccccc21 | -1% | -2.8%
CCC(=O)Nc1cccc(-c2nc3ccccc3c(=O)o2)c1 | 8% | 2.7%
Clc1ccc(OCCN2CCN(c3ncnc4sccc34)CC2)cc1 | -7% | 2.0%

4 of the compounds above, as labelled records:
SMILES: COc1ccccc1N1CCN(C(=O)c2c(-c3ccccc3Cl)noc2C)CC1
- Rat MKP-3 inhibitors: -21%
- Hsp70 displacement: -5.1%

SMILES: Cc1ccc(OCC(=O)Nc2ccc(O)cc2)cc1C
- Rat MKP-3 inhibitors: 0%
- Hsp70 displacement: -2.0%

SMILES: CCOC(=O)c1cc(-c2nnc(-c3cc(OC)c(OC)c(OC)c3)o2)c(C)nc1C
- Rat MKP-3 inhibitors: .
- Hsp70 displacement: 2.0%

SMILES: COc1ccc(OC)c(C(=O)c2ccc(C(=O)c3cc(OC)ccc3OC)cc2)c1
- Rat MKP-3 inhibitors: 4%
- Hsp70 displacement: 1.5%&1.9%
